Pf apPOL block = Pf-apPOL DNA polymerase inhibition; Recombinant Pf-apPOL, molecular beacon fluorescence, 1.5 h; inhibition, % at 10 µM; 0.25% of 210,000 active; AID 1794808
mHTT-CaM PPI inh = disrupts binding of mutant huntingtin to calmodulin. AlphaScreen His-mHTT/GST-CaM binding, luminescence. inhibition, % at 15 µM. AID 1671202. P42858. 3.6% of 190,000 active;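 also: 0% = both proteins with DMSO and 100% = one protein alone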
Target sequence (P42858 whole entry, looked up, stated change not applied): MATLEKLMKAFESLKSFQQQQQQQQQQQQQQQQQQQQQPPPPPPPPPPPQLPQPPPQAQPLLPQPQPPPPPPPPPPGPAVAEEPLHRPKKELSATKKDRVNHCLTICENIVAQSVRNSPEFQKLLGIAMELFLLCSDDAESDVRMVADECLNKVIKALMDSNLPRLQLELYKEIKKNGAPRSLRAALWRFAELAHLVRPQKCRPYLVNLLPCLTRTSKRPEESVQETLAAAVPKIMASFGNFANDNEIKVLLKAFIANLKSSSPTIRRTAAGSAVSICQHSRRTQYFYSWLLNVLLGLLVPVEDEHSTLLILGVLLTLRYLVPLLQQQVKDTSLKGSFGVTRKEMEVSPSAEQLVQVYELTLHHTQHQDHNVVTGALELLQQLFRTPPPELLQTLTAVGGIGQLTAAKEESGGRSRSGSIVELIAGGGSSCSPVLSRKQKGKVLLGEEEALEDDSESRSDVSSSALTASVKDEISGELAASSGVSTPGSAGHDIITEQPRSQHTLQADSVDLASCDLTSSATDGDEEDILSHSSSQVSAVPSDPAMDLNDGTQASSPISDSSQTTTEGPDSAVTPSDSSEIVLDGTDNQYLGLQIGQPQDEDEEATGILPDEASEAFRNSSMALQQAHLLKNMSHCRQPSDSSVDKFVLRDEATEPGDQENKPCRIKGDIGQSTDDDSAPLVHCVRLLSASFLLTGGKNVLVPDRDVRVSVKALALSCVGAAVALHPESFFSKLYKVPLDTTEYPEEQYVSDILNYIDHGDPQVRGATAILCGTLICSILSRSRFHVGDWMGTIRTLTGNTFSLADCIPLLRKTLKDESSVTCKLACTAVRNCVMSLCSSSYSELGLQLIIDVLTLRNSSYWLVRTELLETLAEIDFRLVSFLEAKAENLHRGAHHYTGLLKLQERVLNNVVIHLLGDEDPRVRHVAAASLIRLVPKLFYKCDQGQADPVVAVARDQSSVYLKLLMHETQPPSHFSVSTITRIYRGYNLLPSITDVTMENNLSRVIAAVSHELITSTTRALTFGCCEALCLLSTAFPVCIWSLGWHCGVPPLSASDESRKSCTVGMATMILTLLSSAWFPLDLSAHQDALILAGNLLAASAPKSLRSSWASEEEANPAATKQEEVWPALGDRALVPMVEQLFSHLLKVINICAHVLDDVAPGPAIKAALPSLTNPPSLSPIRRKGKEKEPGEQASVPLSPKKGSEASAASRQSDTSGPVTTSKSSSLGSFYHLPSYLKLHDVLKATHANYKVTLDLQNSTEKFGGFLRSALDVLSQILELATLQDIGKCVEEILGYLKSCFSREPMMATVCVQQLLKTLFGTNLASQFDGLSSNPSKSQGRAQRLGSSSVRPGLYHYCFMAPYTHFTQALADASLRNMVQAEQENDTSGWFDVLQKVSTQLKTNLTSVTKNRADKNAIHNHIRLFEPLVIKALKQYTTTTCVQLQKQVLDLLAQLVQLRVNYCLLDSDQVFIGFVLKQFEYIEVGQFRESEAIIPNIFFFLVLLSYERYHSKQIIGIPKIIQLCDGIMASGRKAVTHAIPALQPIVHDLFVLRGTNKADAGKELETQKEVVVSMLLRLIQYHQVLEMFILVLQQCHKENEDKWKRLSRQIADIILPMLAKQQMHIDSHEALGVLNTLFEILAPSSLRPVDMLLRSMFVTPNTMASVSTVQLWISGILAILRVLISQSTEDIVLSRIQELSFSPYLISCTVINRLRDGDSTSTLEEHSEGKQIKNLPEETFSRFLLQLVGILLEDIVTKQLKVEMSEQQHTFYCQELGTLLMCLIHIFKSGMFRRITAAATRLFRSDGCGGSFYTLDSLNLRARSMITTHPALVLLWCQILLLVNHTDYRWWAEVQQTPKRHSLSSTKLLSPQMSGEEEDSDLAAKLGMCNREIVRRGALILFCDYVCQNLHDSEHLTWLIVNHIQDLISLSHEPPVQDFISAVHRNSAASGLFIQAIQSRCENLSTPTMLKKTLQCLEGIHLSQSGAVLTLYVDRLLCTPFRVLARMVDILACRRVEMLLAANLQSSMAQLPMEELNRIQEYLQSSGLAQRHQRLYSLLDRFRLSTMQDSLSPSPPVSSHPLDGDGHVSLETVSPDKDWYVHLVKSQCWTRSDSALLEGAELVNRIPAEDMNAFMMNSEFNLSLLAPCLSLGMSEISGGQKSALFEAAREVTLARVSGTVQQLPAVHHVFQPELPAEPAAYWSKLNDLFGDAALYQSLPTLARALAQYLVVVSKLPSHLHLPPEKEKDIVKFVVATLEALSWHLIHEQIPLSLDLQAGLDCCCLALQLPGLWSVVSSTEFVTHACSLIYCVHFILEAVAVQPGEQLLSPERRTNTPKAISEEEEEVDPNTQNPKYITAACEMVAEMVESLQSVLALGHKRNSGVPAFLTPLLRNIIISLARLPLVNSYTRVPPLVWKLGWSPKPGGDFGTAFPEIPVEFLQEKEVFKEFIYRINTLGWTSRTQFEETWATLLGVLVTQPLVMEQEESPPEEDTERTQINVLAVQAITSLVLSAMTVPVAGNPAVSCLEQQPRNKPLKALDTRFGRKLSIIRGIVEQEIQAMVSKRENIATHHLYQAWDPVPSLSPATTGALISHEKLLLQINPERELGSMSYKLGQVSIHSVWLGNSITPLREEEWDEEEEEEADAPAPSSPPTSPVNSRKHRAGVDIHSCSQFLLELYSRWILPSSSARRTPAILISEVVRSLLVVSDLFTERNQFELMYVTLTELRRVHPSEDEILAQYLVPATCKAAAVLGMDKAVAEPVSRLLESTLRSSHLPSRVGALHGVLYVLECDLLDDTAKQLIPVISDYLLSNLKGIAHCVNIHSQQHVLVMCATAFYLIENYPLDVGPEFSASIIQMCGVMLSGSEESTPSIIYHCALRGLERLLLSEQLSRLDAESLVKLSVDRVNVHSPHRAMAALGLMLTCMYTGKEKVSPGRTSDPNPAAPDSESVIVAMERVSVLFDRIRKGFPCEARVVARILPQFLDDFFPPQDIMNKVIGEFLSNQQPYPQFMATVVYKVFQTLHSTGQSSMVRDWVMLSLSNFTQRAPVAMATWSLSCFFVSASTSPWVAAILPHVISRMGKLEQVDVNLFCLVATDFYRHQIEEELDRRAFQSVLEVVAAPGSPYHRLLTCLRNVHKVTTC
* marks the source's active call; other numbers are inactive results; x = not tested or not shown; & = joins results of further samples. Rule as the data show it: active = inhibition above about 50%; inactive = the rest.

SMILES	Pf apPOL block	mHTT-CaM PPI inh
CC1CCc2onc(C(=O)N3CCN(c4ccc(F)cc4)CC3)c2C1 (centres undefined)	-4	-3
COc1c(N)cc(-c2nn[nH]n2)cc1N	x	28
COc1ccc(-c2nnn(CC(=O)Nc3ccc(OC(F)(F)Cl)cc3)n2)cc1	-3	2
CS(=O)(=O)Nc1ccc(S(=O)(=O)N2CCOCC2)cc1	0	-4&-2
C=C1CCN([C@@H](Cc2ccccc2)C(=O)N2CCOCC2)S(=O)(=O)c2ccccc21	1	4
O=C(C1CCc2nc(N3CCCC3)ncc2C1)N1CCOCC1 (centres undefined)	-4	6
O=C(CC(NCCCO)C(=O)O)Nc1cccc(C(F)(F)F)c1 (centres undefined)	-3	-19
N#CC1=C(N)N(c2ccc(Cl)cc2)C2=C(C(=O)CCC2)C1c1cccs1 (centres undefined)	-1	14
CC(C)(C)c1ccccc1OCC(=O)Nc1ccccc1F	-1	-65
Cc1ccc(C(=O)N2CCN(C(=O)c3nnn4c3COC(c3ccccc3)C4)CC2)cc1 (centres undefined)	3	22
O=C(Nc1ccc(F)c(Cl)c1)C1CCN(c2ncnc3c2nc2n3CCCCC2)CC1	-26	1
CC(=O)NC(Cc1cnc[nH]1)C(=O)O (centres undefined)	1	-3
O=C(O)CN(CCOCCOCCN(CC(=O)O)CC(=O)O)CC(=O)O	3	x
COc1cc(/C=C/C(=O)Nc2c3c(nn2-c2ccc(C)cc2C)CSC3)cc(OC)c1OC	-3	40
OC(COCc1ccccc1F)CN1CCCCC1 (centres undefined)	-10	0
COc1ccc(C2CC(c3ccccc3)n3nnnc3N2)cc1 (centres undefined)	-10	1
N#CC(N=Cc1ccc(Cl)cc1)=C(C#N)NC(=O)Nc1ccc(OC(F)(F)F)cc1	-7	x
COc1cccc(CC(=O)N2CC3CC2CC3NS(=O)(=O)c2ccccc2)c1 (centres undefined)	-2	7
Cc1ccccc1NS(=O)(=O)c1ccc(C)c(C(=O)O)c1	-3	0
COc1ccccc1N1CCN(C(=O)Cc2csc(Nc3nc(C)cc(C)n3)n2)CC1	9	65*
CC1=C(C(=O)Nc2ccccn2)C(c2ccccc2Cl)C2=C(CC(C)(C)CC2=O)N1 (centres undefined)	1	6
Cc1cccc(OCC(=O)O)c1C	-1	2
O=C(CCCn1nc(-c2cccnc2)ccc1=O)Nc1ccc(OC(F)(F)F)cc1	-6	-6
Cc1cc2oc(=O)cc(-c3cc4ccccc4o3)c2cc1OCC(=O)OC(C)(C)C	0	-5
Cc1cccc(-n2c(=O)n(C(C)C)c(=O)c3c2ncn3Cc2ccc(F)cc2)c1	-4	22
CC1=C(C(=O)Nc2cccnc2)C(c2ccncc2)n2nc(SCc3ccccc3)nc2N1 (centres undefined)	-3	3
CCOc1cccc2c1NC(C)(C)c1ssc(=S)c1-2	x	18
CCN(CCNC(=O)c1cc(-c2cccnc2)nc2ccccc12)c1ccccc1	-19	13
O=C(NCCn1nc(-c2ccc(F)cc2)ccc1=O)c1ccc2nsnc2c1	-4	-1
O=C(Nc1ccc(F)cc1)c1ccc(Cl)cc1	-4	-9
CCC(=O)NCc1nc2c(n1CC)CN(S(=O)(=O)c1ccccc1Cl)CC2	-5	12
COc1ccc(/C=C/C=C/CO)cc1	-2	3
Cc1cc(C)n(-c2ccnc(NCc3ccccc3)n2)n1	-3	-16
Cc1nn(C)cc1CN1CCC(c2nc(-c3ccc(F)cc3)n[nH]2)CC1	-3	-10
O=C(CN1C(=O)c2ccccc2C1=O)N1CCN=C1c1ccccc1	-5	1
O=C(CN1CCN(C(=O)CCSc2ccccc2)CC1)c1cccs1	-10	-8
Cc1ccc(CNC(=O)c2ccc3ncnc(N4CCCC4)c3c2)cc1	6	38
O=C(Cn1c(=O)oc2ccccc21)Nc1ccnc2ccccc12	0	-7
CC1=NN(c2ccc(I)cc2)C(=O)/C1=C/c1ccc(N(C)C)cc1	-1	57*
CC(C)CN1C(=O)NC(NC(=O)c2cccnc2)(C(F)(F)F)C1=O (centres undefined)	1	1
COc1ccc(C(=O)CN2CCN(c3ccccn3)CC2)cc1OC	0	-4
C=CCN1C(=O)C2(Nc3ccccc3C(=O)N2c2ccccc2)c2ccccc21 (centres undefined)	-9	0
O=C1O/C(=C\C=C2/OC(=O)c3ccccc32)c2ccccc21	-59	-4
Cc1c(O)nc(SCC(N)=O)n(-c2ccc(F)cc2)c1=O	-1	1
Cn1ccc2c(N3CCCC3)cc3c(c21)C1CCC3C1 (centres undefined)	1	25
CCC(=O)c1ccc(OCC(=O)O)c(OC)c1	-4	2
COc1ccc(-c2cc(-c3ccc(Cl)cc3)n3ncnc3n2)cc1OC	0	1
O=C(Nc1ccc(OC(F)(F)F)cc1Br)c1cnccn1	2	x
CCC(=O)Nc1ccc2c(c1)CC(C(=O)NCc1ccccc1F)CO2 (centres undefined)	-6	-4
CCOC(=O)Nc1ccc(C(C)CC)cc1 (centres undefined)	0	-40
COc1ccc(C2C(=O)N(C3CCCCCC3)CC(=O)N2C2CC2)cc1 (centres undefined)	-15	7
COc1ccc(-c2c(C(=O)O)oc3cc(OC)cc(OC)c3c2=O)cc1	-2	x
C[C@H]1COc2cccc(N3CCCC3)c2S(=O)(=O)N1	0	-4
Cc1cc(C(F)(F)F)nc(NC(C)c2ccccc2)n1 (centres undefined)	-1	-33
Cc1ccccc1Cn1cc(NC(=O)c2noc3c2CCCC3)cn1	-5	8
CNC(=O)c1sc(-c2ccccc2)nc1C	-3	-2
c1ccc(-c2csc(N3CCC(c4ccccc4)C3)n2)cc1 (centres undefined)	x	-23
COC(=O)c1ccc(NC(=O)Nc2cn(C)c3ccccc23)cc1	-1	23
O=C(O)C1(NCc2ccc(F)cc2)CCCCC1	0	-10
CSc1ccccc1C(=O)NCCN1CCN(C(=O)c2cccs2)CC1	-2	-19

Next section.
SMILES	Pf apPOL block	mHTT-CaM PPI inh
CC1(C(=O)NC2CCCCCC2)CCC(=O)N1CCc1ccccc1 (centres undefined)	-5	4
NS(=O)(=O)c1ccc(NC(=O)c2ccc(S(=O)(=O)N3CCOCC3)o2)cc1	-9	x
CC(C)NC(=O)c1csc(N2CCN(c3ccccc3)CC2)n1	-4	25
CCOc1ccccc1CNC(=O)CN1C(=O)C2CCCN2C(=O)c2ccc(F)cc21 (centres undefined)	-5	3
CCOC(=O)N1CCN(Cc2ccc(OC)c(C)c2C)CC1	4	-8
O=C(Cn1cnc([N+](=O)[O-])n1)NCCc1ccccc1	-2&-4	4&-5
O=C(NCCc1ccccn1)C1CCN(c2nccn3nc(-c4ccc(F)cc4)cc23)CC1	0	15
Cc1ccc(-n2c(SCC#N)nc3ccccc3c2=O)cc1	0	-1
O=C(C1COC2(CCCCC2)N1C(=O)c1cccc(Cl)c1)N1CCCC1 (centres undefined)	-2	-2
O=C(Cn1cnnn1)Nc1cccc([N+](=O)[O-])c1	0	3
CN1c2cc(C(=O)NC3CCCC3)ccc2C(=O)N2CCCCC21 (centres undefined)	-5	-3
Cc1cc(C2CCCN2C(=O)c2ccc(F)cc2)on1 (centres undefined)	-1	-9
C=CCN1CC(COCCCC)Oc2ccc(Cl)cc2S1(=O)=O (centres undefined)	-6	-59
CCC(CC)C(=O)N1CCc2c(c(-c3nc(C)no3)nn2C)C1	-2	-3
CCCCNC(=O)C1CCN(c2ncccc2-c2nc(-c3cccc(F)c3)no2)CC1	-1	-6

An excerpt taken from the entries so far, for reference:
SMILES	Pf apPOL block	mHTT-CaM PPI inh
CC1(C(=O)NC2CCCCCC2)CCC(=O)N1CCc1ccccc1 (centres undefined)	-5	4
NS(=O)(=O)c1ccc(NC(=O)c2ccc(S(=O)(=O)N3CCOCC3)o2)cc1	-9	x
CC(C)NC(=O)c1csc(N2CCN(c3ccccc3)CC2)n1	-4	25
CCOc1ccccc1CNC(=O)CN1C(=O)C2CCCN2C(=O)c2ccc(F)cc21 (centres undefined)	-5	3

Next part.
SMILES	Pf apPOL block	mHTT-CaM PPI inh
CC(C)(O)C12CC3CC(C1)CC(C(C)(C)O)(C3)C2	1	4
O=C(Cc1ccc(Cl)cc1)Nc1cccc(NC(=O)Cc2ccc(Cl)cc2)n1	-2	-8
C=C1c2ccccc2NC(=O)N1c1ccc(C)cc1	-8	-5
COc1ccc(C2CCCN2C(=O)C(C)C)cc1 (centres undefined)	-4	-7
COc1ccc(-c2ccc(N3CCN(C(=O)c4cnc5ccccc5n4)CC3)nn2)cc1	1	-10
COc1ccc(C2C=C(c3ccc(Br)cc3)Nc3ncnn32)c(OC)c1 (centres undefined)	-5	14
Cc1ccc(CNC(=O)CCCn2c(=O)c3sccc3n(Cc3cccc(F)c3)c2=O)cc1	0	-2
Brc1cccc(-c2nc(-c3ccncc3)no2)c1	-1	3
CCCNC(=O)N1CCN(Cc2nc3cccnc3n2-c2ccc(OCC)cc2)CC1	-2	11
COc1cccc(CNc2cc(-n3nc(C)cc3C)ncn2)c1	0	-7
COCCNC(=O)c1ccn2c(-c3ccc(F)cc3)nnc2c1	1	0
O=C(NC1CC1)c1ccc(OCC2CCN(C(=O)Cc3ccccc3Cl)CC2)cc1	-5	0
CC1(C)Cc2ccccc2C(C2=NC(C)(C)Cc3ccccc32)=N1	-6	5
CCn1cc2c3c(cccc31)CN(C(=O)Nc1cc(C)ccc1OC)CC2	1	61*
COc1cc(C2=N/C(=C\c3ccccc3F)C(=O)O2)cc(OC)c1OC	-4	-5
O=[N+]([O-])c1ccc(N2CCOCC2)nc1	-2	-5
CCOc1ccccc1C(=O)N1CCC2(CC1)Nc1ccccc1-n1cccc12	-4	16
CCC(=O)N1CCN(c2cc(C)ccc2F)C(=O)C1C (centres undefined)	-2	-1
CCOc1ccccc1-c1c(C#N)c(N)nc(OC)c1C#N	-1&-5	8&8
CSC(=CC(=O)c1ccc(Oc2ccc(Cl)cc2Cl)cc1)SC	6	x
CNC(=O)N1CCc2c(c(-c3nc(-c4ccccc4)no3)nn2C)C1	-3	3
Cc1c(NC(=O)CNC(=O)C2CCCCC2)c(=O)n(-c2ccccc2)n1C	-4	-7
COc1cccc(C2C3=C(CCCC3=O)Nc3nc(SCc4ccccc4F)nn32)c1 (centres undefined)	-1	-3
O=C(NCc1ccncc1)C(=O)Nc1cccc(N2CCCCC2=O)c1	-2	7
O=C(NCc1ccccn1)c1ccc2c(c1)NC(=O)C(N1CCOCC1)S2 (centres undefined)	-20	15
CC1CCc2cc(F)ccc2N1C(=O)Cn1cc(C=O)c2ccccc21 (centres undefined)	-4	15
CCC(C(=O)Nc1ccc(Cl)cc1C)c1ccccc1 (centres undefined)	3	-18
Cc1ccc(NC(=O)CSc2nnc(NC(=O)c3cc(C4CC4)on3)s2)cc1Cl	-5	-13
O=C(NC1=NCCS1)C12CC3CC(C1)CC(c1ccccc1)(C3)C2	-10	1
CCC(=O)NCCN=Cc1ccc(Cl)cc1Cl	0	3

One compound at a time, as listed above. Screens in order: Pf apPOL block | mHTT-CaM PPI inh
Entry for O=[N+]([O-])c1ccc(N2CCOCC2)nc1 → -2 | -5
Entry for O=C(NCc1ccccn1)c1ccc2c(c1)NC(=O)C(N1CCOCC1)S2 (centres undefined) → -20 | 15

4 entries already listed, arranged by formula weight, rising.
SMILES	Pf apPOL block	mHTT-CaM PPI inh
O=[N+]([O-])c1ccc(N2CCOCC2)nc1	-2	-5
CCC(=O)N1CCN(c2cc(C)ccc2F)C(=O)C1C (centres undefined)	-2	-1
CCOc1ccccc1-c1c(C#N)c(N)nc(OC)c1C#N	-1&-5	8&8
CNC(=O)N1CCc2c(c(-c3nc(-c4ccccc4)no3)nn2C)C1	-3	3

Next part:
SMILES	Pf apPOL block	mHTT-CaM PPI inh
Cc1cc(OCCNCCN)cc(C(C)C)c1	-4	1
O=C1OC(c2ccccc2)OC(=O)C1=Cc1ccc(OCc2cccc(C(=O)O)c2)cc1 (centres undefined)	-4	10
COc1ccc(C(=O)Nc2ccccc2N2CCOCC2)cc1	-8	2
O=C(Nc1cc(C(F)(F)F)ccc1Cl)c1ccc([N+](=O)[O-])cc1Cl	3	3
CN1N=C(c2ccc3ccccc3c2)CC1c1ccc(C(F)(F)F)cc1 (centres undefined)	1	x
COc1ccc(OC)c(Nc2ncc3c(n2)CCN(Cc2ccccc2OC)C3)c1	-2	59*
COC(=O)c1c(C)oc2ccc(OCC=C(C)C)cc12	-3	-116
CC(C)CC1C(=O)N(Cc2cn(Cc3ccco3)nn2)CCS(=O)(=O)N1Cc1ccc(-c2ccc(Cl)cc2)cc1 (centres undefined)	-9	40
CCOc1nccnc1N1CCC(NC(=O)c2cnn3cccnc23)C1 (centres undefined)	-3	8
COc1cccc(C2C(C(=O)Nc3ccccc3)=C(C)N=C3SCC(=O)N32)c1 (centres undefined)	-3	16
Cc1nc2c(C(=O)NC3CCCCC3C)cnn2c(C)c1Cc1ccc(Cl)cc1 (centres undefined)	-7	4
CCOc1ccc(N2CC(C(=O)Nc3cccc(C)n3)CC2=O)cc1 (centres undefined)	-1	4
O=C(CCCn1c(=O)[nH]c2ccccc2c1=O)NCc1ccc2c(c1)OCO2	2	7
CC(C)(C)c1ccc(C(=O)NCCc2nc3ccccc3c(=O)[nH]2)cc1	-3	2
CC(=O)C1=C(C)NC(SCC(N)=O)=C(C#N)C1c1ccccc1Cl (centres undefined)	1	-3
O=C1/C(=C/c2ccc(O)cc2)CC/C1=C\c1ccc(O)cc1	1	12
Cc1cccc(C(=O)N2CCCC(C(=O)NC3CCCCCC3)C2)c1 (centres undefined)	-4	25
COc1ccc(CC(=O)Nc2ccc(SC)nn2)cc1OC	-6	-11

Source: PubChem BioAssay (University of Kansas High Throughput Screening Laboratory)
